Assay outcomes as filed in PubChem BioAssay.
Mtb BioA inh: inhibitors of Mycobacterium tuberculosis BioA enzyme | purified M. tuberculosis BioA enzyme, plate reader | inhibition, % at 9.99 µM | AID 602481 | 0.096% of 360,000 active; in the data active = inhibition above about 40%
An asterisk follows results filed as active. Not all compounds are listed (hit frequency here may not be typical).

SMILES	Mtb BioA inh
CC(C)NC(=O)N(C)C[C@H]1Oc2ncc(C#CCC3CCCC3)cc2C(=O)N([C@H](C)CO)C[C@@H]1C	-0.3
C[C@@H]1CN([C@H](C)CO)S(=O)(=O)c2ccc(C#CCN(C)C)cc2O[C@@H]1CN(C)C(=O)C1CCC1	-1.8
C[C@@H]1CN([C@H](C)CO)S(=O)(=O)c2ccc(Br)cc2O[C@@H]1CN(C)S(C)(=O)=O	0.2
CC(=O)Nc1ccc2c(c1)C(=O)N(C)[C@@H]1CC[C@@H](CC(=O)NCCCN3CCOCC3)O[C@@H]1CO2	11
CNC[C@@H]1Oc2c(NS(=O)(=O)c3cccs3)cccc2C(=O)N([C@@H](C)CO)C[C@H]1C	-0.9
COc1ccc(S(=O)(=O)N(C)C[C@@H]2Oc3ccc(NC(=O)c4ccncc4)cc3C(=O)N([C@@H](C)CO)C[C@H]2C)cc1	-0.7
COC(=O)C[C@H]1CC[C@H]2[C@@H](COc3ccc(NC(=O)c4cncs4)cc3C(=O)N2C)O1	-0.1
C[C@@H](NC(=O)[C@@H]1N[C@@H]2c3ccc(C4=CCCC4)c(=O)n3C[C@@H]2[C@H]1CO)c1ccccc1	-1.9
COCC(=O)Nc1ccc2c(c1)[C@@H]1C[C@H](CC(=O)NCc3ccc4c(c3)OCO4)O[C@@H](CO)[C@@H]1O2	-0.5
COc1ccccc1-c1cnc2c(c1)C(=O)N([C@H](C)CO)C[C@H](C)[C@H](CN(C)C(=O)CC1CC1)O2	-1.1
CC(=O)N(C)C[C@@H]1Oc2cc(-c3ccc(F)cc3)ccc2S(=O)(=O)N([C@@H](C)CO)C[C@H]1C	2.6
C[C@H]1CN([C@@H](C)CO)C(=O)c2cc(NS(=O)(=O)c3ccc(Cl)cc3)ccc2O[C@H]1CN(C)Cc1ccc(C(=O)Nc2ccccc2N)cc1	-2.1
C[C@H]1CN([C@@H](C)CO)S(=O)(=O)c2ccc(C3=CCCC3)cc2O[C@@H]1CN(C)C(=O)C1CCOCC1	1.6
O=C(Nc1ccccc1F)N1C[C@H]2[C@@H](c3ccccc31)[C@@H](CO)N2C(=O)Nc1ccccc1	-0.6
CC(C)NC(=O)Nc1ccc2c(c1)C(=O)N([C@@H](C)CO)C[C@H](C)[C@H](CN(C)C(=O)NC1CCCCC1)OCCCC[C@H](C)O2	-0.4
CO[C@H]1CN(C)C(=O)c2cc(NS(C)(=O)=O)ccc2OC[C@H](C)N(C(=O)CC2CC2)C[C@H]1C	-6.8
CO[C@@H]1CN(C)C(=O)c2cc(NC(=O)C3CCOCC3)ccc2OC[C@@H](C)NC[C@@H]1C	-1.7
C[C@@H]1CN([C@@H](C)CO)C(=O)c2c(c3ccccc3n2C)-c2ccccc2CO[C@@H]1CN(C)S(=O)(=O)c1cccs1	-3.5
C[C@@H]1CN([C@@H](C)CO)C(=O)c2cc(-c3ccc(F)cc3)cnc2O[C@H]1CN(C)C(=O)C1CCC1	0.9
C[C@@H]1CN([C@H](C)CO)C(=O)c2cccc(NS(C)(=O)=O)c2O[C@H]1CN(C)S(=O)(=O)c1ccccc1	-1.2
COCCCNC(=O)[C@@]1(CCS(=O)(=O)c2ccccc2)N=C(c2ccc(OCCCO)cc2)O[C@H]1c1ccccc1	-3.3
O=C(CN1CCOCC1)NCC[C@H]1CC[C@@H](NC(=O)Nc2ccc(Cl)cc2)[C@H](CO)O1	0.0
O=C1O[C@@H](c2ccccc2)[C@@H](c2ccccc2)N2[C@@H](c3ccccc3OCCO)[C@]3(C(=O)Nc4ccc(C#CC5(O)CCCCCC5)cc43)[C@@H](C(=O)N3CCCCCCC3)[C@H]12	-5.1
O=C(c1ccccn1)N1C[C@H]2[C@@H](c3ccccc31)[C@@H](CO)N2C(=O)C1CC1	4.1
CC(C)NC(=O)N(C)C[C@H]1OCCCC[C@@H](C)Oc2ccc(NS(=O)(=O)c3ccc(Cl)cc3)cc2C(=O)N([C@H](C)CO)C[C@@H]1C	1.9

Next structures follow:
SMILES	Mtb BioA inh
C[C@@H]1CN([C@@H](C)CO)C(=O)c2cccc(NC(=O)c3nc4ccccc4s3)c2O[C@@H]1CN(C)S(=O)(=O)c1ccccc1	-0.3
C[C@@H]1CN([C@@H](C)CO)C(=O)c2cc(-c3ccncc3)cnc2O[C@@H]1CN(C)C(=O)c1ccccc1F	3.8
Cc1ccccc1S(=O)(=O)N1C[C@@H](O)COC[C@H]2O[C@H](CC(=O)NCc3ccccc3Cl)CC[C@@H]21	1.9
COC(=O)[C@H]1[C@H](CO)[C@H]2Cn3c(cccc3=O)[C@@H]1N2CCc1ccccc1	-2.0
C[C@H]1CN([C@@H](C)CO)C(=O)c2cccc(NC(=O)C3CCCCC3)c2O[C@@H]1CN(C)C(=O)Nc1ccccc1	-0.4
Cc1ccc(S(=O)(=O)N(C)C[C@H]2OCCCC[C@H](C)Oc3ccc(NS(=O)(=O)c4ccccc4)cc3C(=O)N([C@H](C)CO)C[C@H]2C)cc1	-1.2
OC[C@H]1[C@H](c2ccc(C#Cc3ccccc3F)cc2)[C@@H]2CN(Cc3cncnc3)CCCCN12	-4.3
C[C@H](CO)N1C[C@H](C)[C@H](CN(C)C(=O)Nc2ccccc2)OCc2ccccc2-c2c(n(C)c3ccccc23)C1=O	0.4
CCS(=O)(=O)Nc1ccc2c(c1)C(=O)N(C)[C@@H]1CC[C@H](CC(=O)Nc3ccccc3)O[C@@H]1CO2	1.2
COc1cccc(-c2ccc([C@@H]3[C@@H](CO)N4CCCCN(CC5CC5)C[C@H]34)cc2)c1	-2.5
O=C(NC1CCC1)[C@H]1[C@H](CO)[C@H]2Cn3c(ccc(-c4ccncc4)c3=O)[C@@H]1N2CC1CC1	-0.5
Cc1noc(C)c1NC(=O)N(C)C[C@@H]1Oc2cc(C#CCN(C)C)ccc2S(=O)(=O)N([C@H](C)CO)C[C@H]1C	-2.3
C[C@H](CO)N1C[C@H](C)[C@H](CN(C)C)OCCCC[C@H](C)Oc2ccc(NC(=O)Nc3ccc(C(F)(F)F)cc3)cc2C1=O	0.6
C[C@@H]1CN([C@@H](C)CO)C(=O)Cc2cc(NS(=O)(=O)c3cccs3)ccc2O[C@H]1CN(C)Cc1ccccc1	2.0
CCCC(=O)Nc1ccc2c(c1)OC[C@@H](C)N(Cc1ccccn1)C[C@H](C)[C@H](OC)CN(C)C2=O	0.5
CO[C@@H]1CN(C)C(=O)c2ccc(NC(=O)Nc3ccccc3F)cc2OC[C@@H](C)N(CCC(F)(F)F)C[C@H]1C	-2.4
CC(C)NC(=O)N(C)C[C@@H]1Oc2cc(C#CCN(C)C)ccc2S(=O)(=O)N([C@H](C)CO)C[C@@H]1C	-1.4
C[C@H](CO)N1C[C@H](C)[C@@H](CN(C)C(=O)c2ccccn2)Oc2cc(C#CCC3CCCC3)ccc2S1(=O)=O	1.7
C[C@@H]1CN([C@H](C)CO)C(=O)c2cc(NS(C)(=O)=O)ccc2O[C@@H](C)CCCCO[C@H]1CN(C)C(=O)NC1CCCCC1	-1.6
C[C@@H]1CCCCO[C@H](CN(C)C(=O)NC2CCCCC2)[C@H](C)CN([C@H](C)CO)C(=O)c2cc(NS(=O)(=O)c3ccc(Cl)cc3)ccc2O1	-1.3
COc1ccc(NC(=O)Nc2ccc3c(c2)C(=O)N([C@@H](C)CO)C[C@H](C)[C@@H](CN(C)CC2CCCCC2)OCCCC[C@H](C)O3)cc1	0.5
COc1ccc(C#Cc2ccc([C@@H]3[C@H](CO)N4CCCCN(S(=O)(=O)c5ccccc5)C[C@@H]34)cc2)cc1	5.6
C[C@@H]1CN([C@H](C)CO)C(=O)Cc2cc(NC(=O)Nc3ccc4c(c3)OCO4)ccc2O[C@H]1CN(C)Cc1ccncc1	-2.4
CN(C)CC(=O)Nc1ccc2c(c1)[C@H]1C[C@@H](CC(=O)NC3CCCCC3)O[C@@H](CO)[C@H]1O2	-0.9
CC=Cc1ccc2n(c1=O)C[C@H]1[C@H](CO)[C@@H](C(=O)NCCc3cn(C)cn3)[C@@H]2N1C(=O)CC (mixture of isomers)	-0.7

(more compounds)
SMILES	Mtb BioA inh
C/C=C/c1ccc2c(c1)O[C@H](CN(C)C(=O)c1ccc3c(c1)OCO3)[C@H](C)CN([C@@H](C)CO)S2(=O)=O	2.4
CCNC(=O)C[C@@H]1CC[C@@H]2[C@H](COc3ccc(NC(=O)Cc4cccs4)cc3C(=O)N2C)O1	-1.1
O=C(C[C@H]1C[C@H]2c3cc(NC(=O)c4cccnc4)ccc3O[C@H]2[C@H](CO)O1)NCc1cccc(F)c1	8.8
COC(=O)C[C@@H]1CC[C@H]2[C@H](COc3ccc(NS(=O)(=O)c4ccc(C)cc4)cc3C(=O)N2C)O1	-2.1
C[C@@H]1CN([C@@H](C)CO)C(=O)c2cc(C#CCc3ccccc3)cnc2O[C@H]1CN(C)C(=O)C1CCCCC1	-0.2
COc1ccc(CN(C)C[C@H]2Oc3ccc(NC(=O)C4CC4)cc3C(=O)N([C@@H](C)CO)C[C@H]2C)cc1	-3.2
COCC(=O)Nc1ccc2c(c1)C(=O)N(C)[C@@H]1CC[C@H](CC(=O)NC3Cc4ccccc4C3)O[C@@H]1CO2	8.7
Cc1ccc(S(=O)(=O)Nc2ccc3c(c2)CC(=O)N([C@@H](C)CO)C[C@H](C)[C@@H](CN(C)C(=O)Nc2ccccc2)O3)cc1	-2.5
O=C(NCCc1ccncc1)[C@H]1[C@H](CO)[C@H]2Cn3c(ccc(-c4cccnc4)c3=O)[C@H]2N1C(=O)C1CC1	-0.2
C[C@@H]1CCCCO[C@H](CN(C)S(=O)(=O)c2cccs2)[C@H](C)CN([C@@H](C)CO)C(=O)c2cc(NC(=O)Nc3ccc(C(F)(F)F)cc3)ccc2O1	-2.7
C[C@H](NC(=O)C[C@H]1C[C@H]2c3cc(NC(=O)Cc4ccncc4)ccc3O[C@H]2[C@H](CO)O1)c1ccccc1	-0.9
C[C@@H]1CCCCO[C@H](CN(C)C(=O)Cc2ccccc2)[C@H](C)CN([C@@H](C)CO)C(=O)c2cc(NC(=O)Nc3ccc(C(F)(F)F)cc3)ccc2O1	-0.1
C[C@@H]1CN([C@@H](C)CO)C(=O)c2cccc(NC(=O)C3CCOCC3)c2O[C@@H]1CN(C)Cc1ccc(Cl)c(Cl)c1	-0.1
C/C=C/c1ccc2c(c1)O[C@@H](CN(C)C(=O)c1cccc(F)c1)[C@H](C)CN([C@@H](C)CO)S2(=O)=O	2.1
C[C@H]1CN([C@@H](C)CO)C(=O)c2cccc(NC(=O)c3ccc(-c4nccs4)cc3)c2O[C@H]1CN(C)CC1CC1	-1.4
COc1cccc(S(=O)(=O)N2C[C@@H](O)COC[C@H]3O[C@@H](CC(=O)N4CCN(c5ccccc5)CC4)CC[C@@H]32)c1	0.0
O=C(Nc1ccccc1F)N[C@H]1CC[C@H](CCNC(=O)C2CCOCC2)O[C@H]1CO	-0.1
C[C@H](CO)N1C[C@H](C)[C@@H](CN(C)Cc2ccc(C(F)(F)F)cc2)Oc2c(NS(=O)(=O)c3ccc(Cl)cc3)cccc2C1=O	4.6
C[C@H]1CN([C@@H](C)CO)C(=O)Cc2cc(NC(=O)Nc3ccccc3)ccc2O[C@@H]1CN(C)C(=O)Nc1ccccc1	-3.5
COc1ccc(S(=O)(=O)Nc2ccc3c(c2)C(=O)N([C@H](C)CO)C[C@@H](C)[C@@H](CN(C)CC2CCCCC2)OCCCC[C@@H](C)O3)cc1	2.9
CO[C@@H](CN(C)Cc1ccc2c(c1)OCO2)[C@H](C)CN(C(=O)c1ccccc1)[C@@H](C)CO	-1.2
C[C@@H]1CN([C@H](C)CO)C(=O)c2cc(N(C)C)ccc2O[C@@H]1CN(C)C	0.3
CN1[C@H](CO)[C@@H]2c3ccccc3N(C(=O)c3ccc(F)cc3)C[C@@H]21	-1.0
CCNC(=O)C[C@H]1CC[C@@H]2[C@H](COc3ccc(NC(=O)c4cccc(C(F)(F)F)c4)cc3C(=O)N2C)O1	-1.2
C[C@H](O)C#Cc1cnc2c(c1)C(=O)N([C@H](C)CO)C[C@H](C)[C@H](CN(C)C(=O)Cc1ccncc1)O2	0.2
C[C@H]1CCCCO[C@H](CN(C)C(=O)Nc2ccccc2)[C@@H](C)CN([C@@H](C)CO)C(=O)c2cc(NS(=O)(=O)c3ccccc3)ccc2O1	-1.2
C[C@@H]1CCCCO[C@@H](CN(C)C(=O)Nc2ccc(C(F)(F)F)cc2)[C@H](C)CN([C@@H](C)CO)C(=O)c2cc(NC(=O)NC3CCCCC3)ccc2O1	-0.7
COc1ccc(S(=O)(=O)Nc2ccc3c(c2)C(=O)N([C@@H](C)CO)C[C@H](C)[C@H](CN(C)CC2CCCCC2)OCCCC[C@@H](C)O3)cc1	0.6
CO[C@@H]1CN(C)C(=O)c2ccc(NC(C)=O)cc2OC[C@@H](C)N(S(=O)(=O)c2cn(C)cn2)C[C@H]1C	3.8

In the list so far, nine contain an aryl methoxy group:
SMILES	Mtb BioA inh
COc1ccc(S(=O)(=O)N(C)C[C@@H]2Oc3ccc(NC(=O)c4ccncc4)cc3C(=O)N([C@@H](C)CO)C[C@H]2C)cc1	-0.7
COc1ccccc1-c1cnc2c(c1)C(=O)N([C@H](C)CO)C[C@H](C)[C@H](CN(C)C(=O)CC1CC1)O2	-1.1
COc1cccc(-c2ccc([C@@H]3[C@@H](CO)N4CCCCN(CC5CC5)C[C@H]34)cc2)c1	-2.5
COc1ccc(NC(=O)Nc2ccc3c(c2)C(=O)N([C@@H](C)CO)C[C@H](C)[C@@H](CN(C)CC2CCCCC2)OCCCC[C@H](C)O3)cc1	0.5
COc1ccc(C#Cc2ccc([C@@H]3[C@H](CO)N4CCCCN(S(=O)(=O)c5ccccc5)C[C@@H]34)cc2)cc1	5.6
COc1ccc(CN(C)C[C@H]2Oc3ccc(NC(=O)C4CC4)cc3C(=O)N([C@@H](C)CO)C[C@H]2C)cc1	-3.2
COc1cccc(S(=O)(=O)N2C[C@@H](O)COC[C@H]3O[C@@H](CC(=O)N4CCN(c5ccccc5)CC4)CC[C@@H]32)c1	0.0
COc1ccc(S(=O)(=O)Nc2ccc3c(c2)C(=O)N([C@H](C)CO)C[C@@H](C)[C@@H](CN(C)CC2CCCCC2)OCCCC[C@@H](C)O3)cc1	2.9
COc1ccc(S(=O)(=O)Nc2ccc3c(c2)C(=O)N([C@@H](C)CO)C[C@H](C)[C@H](CN(C)CC2CCCCC2)OCCCC[C@@H](C)O3)cc1	0.6
